Bioassay records deposited in PubChem by several laboratories.
LYP phosphatase – inhibitors of LYP phosphatase, biochemical, fluorescence intensity, uHTS (AID 1779); recombinant LYP phosphatase, fluorescence intensity; higher % means a stronger effect; inhibition, % at 11.5 µM, or IC50 in µM where a hit was titrated; 290,000 tested, 0.054% active; in the data active = inhibition above about 50%;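 also: plate controls were vehicle with enzyme for no effect and no enzyme for full effect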
GPR35 antagonists – GPR35 antagonists blocking zaprinast-driven arrestin recruitment, primary screen, imaging, U2OS, beta-arrestin-GFP, zaprinast agonist (AID 2058); 290,000 tested, 0.052% active; inhibition, % at 10 µM, or IC50 in µM where a hit was titrated; U2OS GPR35 beta-arrestin-GFP translocation imaging, zaprinast antagonism; higher % means a stronger effect;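 active = inhibition of at least 50% with at least 30 cells and total cytoplasm GFP at most 10,000,000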
Salmonella PhoP GFP – inhibitors of PhoP regulon expression, primary screen, Salmonella Typhimurium, GFP reporter (AID 1863). inhibition, % at 50 µM; hits with a dose series show IC50 in µM. S. Typhimurium PhoP-regulated promoter GFP reporter, 4 h; higher % means a stronger effect. 300,000 tested, 0.16% active;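 active = inhibition over 29.93%, a cutoff 3 SD above the screen mean, later confirmed by dose response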;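 also: 0% = low Mg2+ inducing control and 100% = high Mg2+ repressing control; strong numbers were not always called active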
Large T inhibition – SV40 large T antigen inhibitors, biochemical (AID 1903) | SV40 large T antigen ATPase/helicase inhibition assay; higher % means a stronger effect | one-dose inhibition, % at 20 µM; IC50 in µM for titrated hits | 310,000 tested, 0.39% active; in the data active = a potency from the dose series; also: strong numbers were not always called active
CSM14.1 death rescue – rescue of cells from ER stress-induced death, primary screen, 384-well, CSM14.1, thapsigargin, ATP luminescence (AID 1222); CSM14.1 thapsigargin-induced death rescue, ATP luminescence; higher % means a stronger effect; cellular ATP content (survival), % at 20 µM, or EC50 in µM where a hit was titrated; 190,000 tested, under 10 active;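 active = EC50 below 50 µM in the dose-response confirmation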;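 also: death triggered by thapsigargin at about 15 µM added after 2 h compound pretreatment; cell ATP read after overnight thapsigargin exposure of roughly 18 to 22 hours; normalized against plate controls of thapsigargin alone and 5% DMSO vehicle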
West Nile virus CPE – West Nile virus antiviral activity, cell-based, CPE readout (AID 1621); West Nile virus-infected cells, CPE inhibition; higher % means a stronger effect; CPE inhibition, % at 10 µM, or IC50 in µM where a hit was titrated; 290,000 tested, 0.02% active; in the data active = a potency from the dose series; also: strong numbers were not always called active
RSV CPE inhibition – RSV antiviral activity via CPE protection, HEp-2 cells, primary 10 µM value included (AID 2391); HEp-2 cells, RSV-induced CPE inhibition; higher % means a stronger effect; CPE inhibition, % at 10 µM, or IC50 in µM where a hit was titrated; 310,000 tested, 0.13% active; in the data active = a potency from the dose series; also: strong numbers were not always called active
Rac1 GTP hydrolysis – MgcRacGAP GTPase-activating activity inhibitors, confirmation, biochemical, ADP Hunter fluorescence. inhibition, % at 30 µM; hits with a dose series show IC50 in µM. 340,000 tested, 0.6% active. MgcRacGAP-stimulated Rac1 GTP hydrolysis, ADP Hunter fluorescence; higher % means a stronger effect; GST-tagged Rac1 F28L mutant substrate. AID 624330, 2012;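 active = first-screen hits whose inhibition reached a set limit at any dose in the follow-up dose series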;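 also: fluorescence reports GDP produced by GAP-driven GTP hydrolysis; strong numbers were not always called active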
Dengue-2 NS5 capping – Dengue-2 NS5 methyltransferase inhibitors, primary screen, biochemical, confirmation dose response (AID 588689); Dengue-2 NS5 methyltransferase capping enzyme assay, biochemical; higher % means a stronger effect; inhibition, % at 25 µM; hits with a dose series show IC50 in µM; 340,000 tested, 0.3% active; Genome polyprotein (Dengue virus type 2 (strain 16681-PDK53)); in the data active = a potency from the dose series
Dengue-2 NS5 capping pilot replicate – second read-out of Dengue-2 NS5 capping, no call of its own (marks repeat the call); inhibition, %; measured here: pilot screen replicate inhibition
Numbers without * were called inactive. Outcome played no part in choosing rows; any-hit rate near 1.5%.

Results for COc1cccc(C(=O)NCC(=O)N2CCC(C)CC2)c1 ?
LYP phosphatase: -4.1%; GPR35 antagonists: 13.8%; Salmonella PhoP GFP: 6.6%; Large T inhibition: 14.8%; CSM14.1 death rescue: -1.2%; West Nile virus CPE: 0.5%; RSV CPE inhibition: 1.0%; Rac1 GTP hydrolysis: 2.6%; Dengue-2 NS5 capping: -2.1%

How did Cc1cc2nc(CCl)cc(=O)n2[nH]1 do in these assays?
LYP phosphatase: -8.1%; GPR35 antagonists: -11.3%; Salmonella PhoP GFP: -11.6%; Large T inhibition: 8.6%; CSM14.1 death rescue: -1.7%; West Nile virus CPE: 1.4%; RSV CPE inhibition: -2.0%; Rac1 GTP hydrolysis: 0.8%; Dengue-2 NS5 capping: -2.3%

How did O=C1Cc2ccccc2C(c2ccc(Cl)cc2)N1 (stereo not drawn) do in these assays?
LYP phosphatase: -3.9%; GPR35 antagonists: -7.6%; Salmonella PhoP GFP: -4.5%; Large T inhibition: 10.2%; West Nile virus CPE: -0.8%; RSV CPE inhibition: 1.4%; Rac1 GTP hydrolysis: -0.6%; Dengue-2 NS5 capping: -7.8%

How did COc1ccc2c(c1)nc(SCC(O)c1ccccc1)n2C (stereo not drawn) do in these assays?
LYP phosphatase: 1.5%; GPR35 antagonists: 15.8%; Salmonella PhoP GFP: -2.4%; Large T inhibition: 26.3%; CSM14.1 death rescue: 2.3%; West Nile virus CPE: 0.2%; RSV CPE inhibition: 17.3%; Rac1 GTP hydrolysis: -5.0%; Dengue-2 NS5 capping: -4.5%

What do the screens show for `COc1cc2c(cc1OC)C(C(=O)N1CCN(c3ccccn3)CC1)C(c1cccs1)N(C)C2=O` (stereo not drawn)?
LYP phosphatase: -4.7%; GPR35 antagonists: 9.6%; Salmonella PhoP GFP: 11.5%; Large T inhibition: -18.1%; CSM14.1 death rescue: 4.0%; RSV CPE inhibition: 0.5%; Rac1 GTP hydrolysis: 7.2%; Dengue-2 NS5 capping: -1.9%

How did CCN1CCc2nc3ccccc3c(C(=O)Nc3ccc(C#N)cc3)c2C1 do in these assays?
LYP phosphatase: -1.1%; GPR35 antagonists: -3.6%; Salmonella PhoP GFP: -3.9%; Large T inhibition: 4.8%; CSM14.1 death rescue: -1.2%; West Nile virus CPE: -1.1%; RSV CPE inhibition: 2.3%; Rac1 GTP hydrolysis: 6.5%; Dengue-2 NS5 capping: 3.2%

Results for CC1(C)CC(=O)C=C(Nc2cccc(O)c2)C1 ?
LYP phosphatase: 0.1%; GPR35 antagonists: 5.6%; Salmonella PhoP GFP: 1.4%; Large T inhibition: 8.3%; CSM14.1 death rescue: 2.2%; West Nile virus CPE: -0.1%; RSV CPE inhibition: 2.4%; Rac1 GTP hydrolysis: 17.3%; Dengue-2 NS5 capping: -2.1%

Results for O=C(Cc1ccc(Cl)cc1)Nc1ccccn1 ?
LYP phosphatase: -9.0%; GPR35 antagonists: 5.2%; Salmonella PhoP GFP: 8.7%; Large T inhibition: 7.7%; West Nile virus CPE: -0.1%; RSV CPE inhibition: 1.2%; Rac1 GTP hydrolysis: 1.0%; Dengue-2 NS5 capping: -1.3%

Results for Cc1ccc(C(OC(=O)c2ccco2)C(=O)NCc2cccs2)cc1 (stereo not drawn) ?
LYP phosphatase: -3.6%; GPR35 antagonists: 13.2%; Salmonella PhoP GFP: -8.8%; Large T inhibition: 11.5%; CSM14.1 death rescue: -0.5%; West Nile virus CPE: -0.2%; RSV CPE inhibition: 0.0%; Rac1 GTP hydrolysis: 4.9%; Dengue-2 NS5 capping: -3.2%

How did CN(C)c1ccc(C2NCCS2)cc1 (stereo not drawn) do in these assays?
LYP phosphatase: -1.4%; GPR35 antagonists: 12.7%; Salmonella PhoP GFP: -3.4%; Large T inhibition: 3.6%; CSM14.1 death rescue: 2.4%; West Nile virus CPE: -0.4%; RSV CPE inhibition: 1.9%; Rac1 GTP hydrolysis: 16.0%; Dengue-2 NS5 capping: -21.6%; Dengue-2 NS5 capping pilot replicate: 5.2

Results for Cc1ccccc1NC(=O)c1ccc(NC(=O)C2CCCO2)cc1 (stereo not drawn) ?
LYP phosphatase: -14.2%; GPR35 antagonists: 25.5%; Salmonella PhoP GFP: 3.4%; Large T inhibition: 7.9%; West Nile virus CPE: 0.2%; RSV CPE inhibition: 2.2%; Rac1 GTP hydrolysis: 4.7%; Dengue-2 NS5 capping: 0.0%

What do the screens show for `Cc1noc(C)c1C(=O)OCC(=O)c1ccc[nH]1`?
LYP phosphatase: -0.3%; GPR35 antagonists: -19.6%; Salmonella PhoP GFP: 3.0%; Large T inhibition: 5.2%; CSM14.1 death rescue: -0.6%; West Nile virus CPE: 0.0%; RSV CPE inhibition: 1.2%; Rac1 GTP hydrolysis: 7.9%; Dengue-2 NS5 capping: -7.4%

How did O=C(O)c1cc(NCc2c(F)cccc2Cl)ccc1N1CCOCC1 do in these assays?
LYP phosphatase: -2.3%; GPR35 antagonists: 3.4%; Salmonella PhoP GFP: 14.9%; Large T inhibition: -1.6%; CSM14.1 death rescue: -0.9%; West Nile virus CPE: 0.3%; RSV CPE inhibition: 2.3%; Rac1 GTP hydrolysis: 15.5%; Dengue-2 NS5 capping: -2.0%

Results for CCOC(=O)/C(=N\Nc1ccccc1Cl)N(C)C1CCS(=O)(=O)C1 (stereo not drawn) ?
LYP phosphatase: -0.4%; GPR35 antagonists: -16.2%; Salmonella PhoP GFP: 0.1%; Large T inhibition: 12.3%; CSM14.1 death rescue: -0.1%; West Nile virus CPE: -1.0%; RSV CPE inhibition: -1.4%; Rac1 GTP hydrolysis: 9.8%; Dengue-2 NS5 capping: 1.5%

What do the screens show for `CN1C(CC(=O)c2ccccc2)CCCC1CC(O)c1ccccc1` (stereo not drawn)?
LYP phosphatase: -5.1%; GPR35 antagonists: -8.9%; Salmonella PhoP GFP: -8.0%; Large T inhibition: 4.8%; CSM14.1 death rescue: 2.6%; West Nile virus CPE: -0.2%; RSV CPE inhibition: 0.0%; Rac1 GTP hydrolysis: 7.5%; Dengue-2 NS5 capping: -5.8%

How did CC(C)CC(=O)c1c[nH]c(C(=O)NCc2cccnc2)c1 do in these assays?
LYP phosphatase: -3.4%; GPR35 antagonists: -5.7%; Salmonella PhoP GFP: -4.8%; Large T inhibition: 2.3%; West Nile virus CPE: -0.1%; RSV CPE inhibition: -1.2%; Rac1 GTP hydrolysis: -1.1%; Dengue-2 NS5 capping: -0.8%

How did Cc1ccc(-c2onc3ccc(Cl)cc23)cc1 do in these assays?
LYP phosphatase: -0.7%; GPR35 antagonists: -8.8%; Salmonella PhoP GFP: -6.7%; Large T inhibition: 17.2%; CSM14.1 death rescue: -1.8%; West Nile virus CPE: -0.1%; RSV CPE inhibition: 2.6%; Rac1 GTP hydrolysis: 5.5%; Dengue-2 NS5 capping: -0.6%

How did CCn1c(O)c(/C=C/C=C/C=Nc2ccccc2)sc1=S do in these assays?
LYP phosphatase: -2.4%; GPR35 antagonists: -0.5%; Salmonella PhoP GFP: 4.3%; Large T inhibition: 13.2%; CSM14.1 death rescue: 1.8%; West Nile virus CPE: -1.0%; RSV CPE inhibition: 0.3%; Rac1 GTP hydrolysis: 12.8%; Dengue-2 NS5 capping: -16.4%

How did CC(C)(C)Nc1nc(C(N)=O)nc(N2CCOCC2)n1 do in these assays?
LYP phosphatase: -5.4%; GPR35 antagonists: 11.4%; Salmonella PhoP GFP: -12.2%; Large T inhibition: 2.5%; CSM14.1 death rescue: -1.9%; West Nile virus CPE: 1.3%; RSV CPE inhibition: -0.2%; Rac1 GTP hydrolysis: 5.9%; Dengue-2 NS5 capping: 1.4%; Dengue-2 NS5 capping pilot replicate: 4.9

Results for CCC(C)c1ccc(NC(=S)N2CCN(C(=O)C3CCCO3)CC2)cc1 (stereo not drawn) ?
LYP phosphatase: -2.4%; GPR35 antagonists: 8.2%; Salmonella PhoP GFP: 2.6%; Large T inhibition: 25.1%; West Nile virus CPE: 0.0%; RSV CPE inhibition: 6.5%; Rac1 GTP hydrolysis: 9.8%; Dengue-2 NS5 capping: -5.9%

What do the screens show for `CCSC(=O)N(CC)CC(=O)Nc1c(CC)cccc1CC`?
LYP phosphatase: -6.8%; GPR35 antagonists: 5.6%; Salmonella PhoP GFP: 12.6%; Large T inhibition: -2.8%; CSM14.1 death rescue: -1.7%; West Nile virus CPE: 0.3%; RSV CPE inhibition: -1.8%; Rac1 GTP hydrolysis: 6.7%; Dengue-2 NS5 capping: -0.7%

Results for COc1ccc(F)cc1S(=O)(=O)Nc1cccc(C(=O)O)c1 ?
LYP phosphatase: -6.6%; GPR35 antagonists: 17.9%; Salmonella PhoP GFP: -2.4%; Large T inhibition: 7.6%; CSM14.1 death rescue: 0.0%; West Nile virus CPE: 0.3%; RSV CPE inhibition: 1.7%; Rac1 GTP hydrolysis: 6.7%; Dengue-2 NS5 capping: -2.2%

What do the screens show for `N#Cc1ccccc1CSC1=NCCS1`?
LYP phosphatase: -6.5%; GPR35 antagonists: 0.2%; Salmonella PhoP GFP: -5.3%; Large T inhibition: 5.0%; CSM14.1 death rescue: -1.6%; West Nile virus CPE: -0.3%; RSV CPE inhibition: 0.3%; Rac1 GTP hydrolysis: 8.1%; Dengue-2 NS5 capping: -5.4%

Results for O=C(NC1CCCCC1)c1ccc(Cn2cc(Br)cn2)o1 ?
LYP phosphatase: -8.0%; GPR35 antagonists: -1.2%; Salmonella PhoP GFP: -5.4%; Large T inhibition: 13.6%; CSM14.1 death rescue: -0.2%; West Nile virus CPE: -0.6%; RSV CPE inhibition: 1.5%; Rac1 GTP hydrolysis: 9.2%; Dengue-2 NS5 capping: 2.8%

What do the screens show for `COCCN1CCN(Cc2cn(C)nc2-c2cccc(Cl)c2)CC1`?
LYP phosphatase: -2.4%; GPR35 antagonists: 10.5%; Salmonella PhoP GFP: -4.2%; Large T inhibition: -3.9%; CSM14.1 death rescue: 0.3%; West Nile virus CPE: -0.2%; RSV CPE inhibition: -0.2%; Rac1 GTP hydrolysis: 2.1%; Dengue-2 NS5 capping: -3.7%

How did COc1cccc(CNC(=O)CCN2C(=O)[C@@H]3Cc4ccccc4CN3C2=O)c1 do in these assays?
LYP phosphatase: -9.8%; GPR35 antagonists: 15.3%; Salmonella PhoP GFP: 14.0%; Large T inhibition: 2.7%; West Nile virus CPE: 0.8%; RSV CPE inhibition: 0.7%; Rac1 GTP hydrolysis: 1.9%; Dengue-2 NS5 capping: 3.6%

Quoted at random: two records from the list, in no set order.
Results for CCC(C)c1ccc(NC(=S)N2CCN(C(=O)C3CCCO3)CC2)cc1 (stereo not drawn) ?
LYP phosphatase: -2.4%; GPR35 antagonists: 8.2%; Salmonella PhoP GFP: 2.6%; Large T inhibition: 25.1%; West Nile virus CPE: 0.0%; RSV CPE inhibition: 6.5%; Rac1 GTP hydrolysis: 9.8%; Dengue-2 NS5 capping: -5.9%

How did Cc1ccc(-c2onc3ccc(Cl)cc23)cc1 do in these assays?
LYP phosphatase: -0.7%; GPR35 antagonists: -8.8%; Salmonella PhoP GFP: -6.7%; Large T inhibition: 17.2%; CSM14.1 death rescue: -1.8%; West Nile virus CPE: -0.1%; RSV CPE inhibition: 2.6%; Rac1 GTP hydrolysis: 5.5%; Dengue-2 NS5 capping: -0.6%
